Jurkat NFkB inh: inhibitors of the PMA/ionomycin-induced NF-kB reporter in Jurkat cells; PMA/ionomycin-induced NF-kB luciferase reporter, luminescence; inhibition, % at 4 µM; 330,000 compounds, 0.53% hits
Apaf1 inhib: human Apaf-1 inhibition | inhibition, % at 20 µM | O14727 | 330,000 compounds, 0.71% hits | reconstituted apoptosome caspase-3 activity, DEVD-Rh110 fluorescence; active = inhibition of at least 40% at 20 µM;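 also: plate controls were DMSO wells for no effect and DEVD-CHO caspase inhibitor wells for full effect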
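Material: reconstituted apoptosome with Apaf-1, cytochrome c, caspase-9, procaspase-3, dATP / Buffer or medium: pH 7.5 Hepes buffer with CHAPS, BSA, DTT / Also added: cytochrome c with DEVD-Rh110 / Schedule: compound with Apaf-1, dATP, procaspase-3 30 min, then 50 min reaction, room temperature / Technique: rhodamine 110 fluorescence at Ex 480/Em 540 nm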
697 NFkB inh: lowers PMA/ionomycin-induced NF-kB signal in 697 B cells; 697 B-cell NF-kB luciferase reporter, 16 h; AID 435022; 330,000 compounds, 0.33% hits; inhibition, % at 4 µM; in the data active = inhibition above about 35%
Gli-Sufu block: antagonists of Gli-Sufu signaling. inhibition, % at 5 µM. AID 588413. Sufu-KO-LIGHT fibroblasts, Gli luciferase reporter luminescence. 340,000 compounds, 0.74% hits;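 active = inhibition above about 55%, limit read from the data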;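 also: 0% = DMSO-treated cells and 100% = wells with medium but no cells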
SENP7 block: inhibitors of human SENP7 protease | recombinant SENP7, Z-RLRGG-aminoluciferin luminescence, 40 min | inhibition, % at 5 µM | Q9BQF6 | 330,000 compounds, 1.5% hits;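 active = inhibition above about 50% at the single test dose, limit read from the data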;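 also: plate controls were DMSO with enzyme for no effect and no enzyme buffer wells for full effect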
HKDC1 inhibitor: inhibitors of human hexokinase HKDC1; inhibition, % at 20 µM; 340,000 compounds, 0.16% hits; recombinant HKDC1, G6PDH/diaphorase resazurin coupled fluorescence; Q2TB90; AID 493160;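 active = inhibition above about 35% when tested at 20 µM, limit read from the data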;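 also: plate controls were DMSO wells with enzyme for no effect and DMSO wells lacking enzyme for full effect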
Target sequence (Q2TB90 whole entry, looked up): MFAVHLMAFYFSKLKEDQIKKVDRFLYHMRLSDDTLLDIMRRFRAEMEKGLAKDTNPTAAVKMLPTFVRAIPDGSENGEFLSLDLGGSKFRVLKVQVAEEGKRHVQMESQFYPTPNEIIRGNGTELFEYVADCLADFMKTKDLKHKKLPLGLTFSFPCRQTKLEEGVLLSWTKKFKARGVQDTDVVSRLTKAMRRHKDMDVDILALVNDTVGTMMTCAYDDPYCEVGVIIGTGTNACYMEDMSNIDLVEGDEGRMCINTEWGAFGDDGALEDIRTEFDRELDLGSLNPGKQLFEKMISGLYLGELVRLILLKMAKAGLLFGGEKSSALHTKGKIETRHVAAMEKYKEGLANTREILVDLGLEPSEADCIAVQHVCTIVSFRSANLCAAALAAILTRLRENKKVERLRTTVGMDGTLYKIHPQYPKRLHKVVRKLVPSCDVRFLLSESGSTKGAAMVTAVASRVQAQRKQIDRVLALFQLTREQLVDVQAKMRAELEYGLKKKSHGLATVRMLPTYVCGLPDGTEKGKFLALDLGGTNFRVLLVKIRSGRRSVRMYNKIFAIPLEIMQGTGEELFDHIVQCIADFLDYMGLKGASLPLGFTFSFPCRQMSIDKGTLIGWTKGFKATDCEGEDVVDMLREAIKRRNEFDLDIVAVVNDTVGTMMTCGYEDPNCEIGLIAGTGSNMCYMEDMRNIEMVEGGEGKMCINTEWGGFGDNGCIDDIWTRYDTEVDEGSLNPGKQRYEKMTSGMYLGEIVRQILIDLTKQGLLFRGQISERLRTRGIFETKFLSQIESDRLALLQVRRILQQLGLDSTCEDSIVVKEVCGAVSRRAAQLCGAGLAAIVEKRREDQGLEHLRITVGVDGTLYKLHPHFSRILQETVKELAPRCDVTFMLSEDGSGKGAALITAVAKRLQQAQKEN
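Test system: Recombinant HKDC1 (HK5) hexokinase enzyme, produced in-house | Input: HKDC1 at 5 µg/mL | Buffer or medium: Tris pH 8.0 buffer with MgCl2, Tween-20, BSA, BME | Schedule: 90 min reaction incubation at room temperature, dark | Technique: Resazurin-to-resorufin fluorescence via G6PDH and diaphorase coupling, 525/613 nm | Controls: DMSO wells with and without enzyme mix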
UBC13 polyUb: human UBC13 polyubiquitination inhibition; UBC13 polyubiquitin chain formation, TR-FRET; inhibition, % at 20 µM; 330,000 compounds, 0.47% hits; in the data active = inhibition above about 45%, passing the limit was not always enough
Target sequence (P61088 whole entry, looked up): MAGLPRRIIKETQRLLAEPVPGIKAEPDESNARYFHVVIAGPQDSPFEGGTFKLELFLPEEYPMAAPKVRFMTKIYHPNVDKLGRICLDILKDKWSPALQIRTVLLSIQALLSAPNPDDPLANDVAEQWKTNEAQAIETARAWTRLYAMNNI
SENP8 block: blocks the human protease SENP8; Q96LD8; 330,000 compounds, 1.2% hits; inhibition, % at 10 µM; purified SENP8, Z-RLRGG-aminoluciferin cleavage, luminescence
Active calls of the source: *; · = not tested or not shown. Rule as the data show it, unless noted: active = inhibition above about 50%; inactive = the rest.

SMILES	Jurkat NFkB inh	Apaf1 inhib	697 NFkB inh	Gli-Sufu block	SENP7 block	HKDC1 inhibitor	UBC13 polyUb	SENP8 block
CCCC(=O)Nc1nn(CC(C)C)c2nc3cc(C)ccc3cc12	8	2	2	-4	-3	-6	9	-7
COc1cc(C(c2sc3ncnn3c2O)N2CCN(c3ccccc3F)CC2)cc(OC)c1OC (configuration not stated)	11	2	1	-1	1	-1	1	0
CC1CC(C)CN(CCCNC(=O)c2ccc3c(SCC(=O)O)c4c(nc3c2)CCC4)C1 (configuration not stated)	-2	6	1	3	-2	-7	0	-6
CCCCNC(=O)CCC(=O)NNc1nc2ccccc2c2nc(-c3ccccc3)nn12	5	-3	15	-7	-2	-4	3	1
Cc1ccc(-c2ccc(=O)n(CCC(=O)N3CCN(Cc4ccccc4)CC3)n2)cc1	1	8	-5	1	-3	3	-2	-9
O=C(CNc1ccc(F)cc1Cl)Nc1cccc(S(=O)(=O)N2CCCCC2)c1	-3	14	-22	1	8	0	6	5
S=C(NCc1ccco1)Nc1ccccc1	-1	2	-12	3	1	-7	-6	-6
O=C(CNC(=O)c1nn(Cc2ccccc2)c(=O)c2ccccc12)Nc1ccc(F)c(F)c1F	-4	-11	8	4	-8	-8	-22	-6
COc1ccc(S(=O)(=O)Nc2ccc3c(c2)C(=O)N([C@H](C)CO)C[C@H](C)[C@@H](CN(C)S(=O)(=O)c2ccc(F)cc2)O3)cc1	5	11	2	-3	2	6	9	3
COc1ccc(Cc2nnc(SC(C)C(=O)Nc3ccc(C(N)=O)cc3)o2)cc1 (configuration not stated)	13	-3	16	-10	3	-7	-6	2
CCN(CC(=O)Nc1ccccc1C(F)(F)F)C(=O)c1cccc(S(=O)(=O)N2CCN(C)CC2)c1	-7	30	-23	-9	-2	-7	14	-7
O=C(CN1C(=O)NC2(CCCc3ccccc32)C1=O)NCc1ccco1 (configuration not stated)	1	-3	6	4	-8	-4	-3	-5
O=C(CCSCCC(=O)NCc1cccs1)NCc1cccs1	-5	-1	3	10	-5	-2	0	-6
O=C(CSc1nnnn1-c1ccc2c(c1)OCCO2)c1cccc2c1OCCO2	-7	-3	2	-14	1	-1	-5	-2
CCn1c(N)c(C(=O)COC(=O)CCc2nc3ccccc3c(=O)[nH]2)c(=O)[nH]c1=O	-23	-3	7	·	3	4	9	-3
Cc1ccccc1C(=O)c1cccn1CC(=O)NCCCN1CCCCC1	-4	6	-20	6	3	4	-3	2
O=C1c2ccccc2C(=O)N1CCc1ccccc1	-11	-20	-93	-39	2	-5	-1	-7
CCOC(=O)c1sc(NC(=O)c2cccc(S(=O)(=O)N3c4ccccc4CC3C)c2)cc1C (configuration not stated)	-9	-1	-20	7	0	2	0	-1
CN(Cc1nc(-c2cnccn2)no1)Cc1cccc2ccccc12	-9	4	-24	11	-1	-1	2	-3
Cn1c(=O)n(C)c2cc(NS(=O)(=O)c3cccs3)ccc21	0	-5	25	22	-2	-4	10	-7
CC1CC(C)CN(C(=O)CNC(=O)Cn2ccc3ccccc3c2=O)C1 (configuration not stated)	4	-15	19	4	-7	4	21	-4
COC(=O)c1c(-c2ccccc2)csc1N	-5	16	-31	5	5	-6	-2	8
CCCCc1c(C)[nH]c2nc3ccccc3n2c1=O	-36	5	-22	-20	0	7	6	13
Cn1c(N)c(C(=O)CSc2nnc3n2CCCCC3)c(=O)n(C)c1=O	7	-4	-4	-23	8	-4	15	-5
O=C(CCC(=O)N(CC(=O)NC1CCCCC1)Cc1ccco1)Nc1nccs1	9	-5	-2	1	2	-2	3	4
COc1ccc(N2CC(O)=C(c3nc(-c4ccc(Br)cc4)cs3)C2=N)cc1	8	10	-19	4	-3	1	-22	-9
COc1ccc(CCNC(=O)C2=CCN(S(=O)(=O)c3ccc(F)cc3)CC2)cc1OC	4	4	-11	-20	-14	-2	-3	5
O=c1c(-c2ccnn2-c2ccccc2F)cnc2n1CCS2	-3	12	19	0	6	5	4	-1
O=C(NCc1ccccn1)c1ccc(NS(=O)(=O)c2cccc(Cl)c2)cc1	7	10	-23	-4	-16	-4	-12	-4
O=C(CSc1nc(O)c(Cc2ccccc2)c(=O)[nH]1)Nc1nc2c(s1)CCCC2	2	-3	4	-6	-3	18	6	0
CCOC(=O)C1CCN(S(=O)(=O)c2ccc(OCC(=O)OC)cc2)CC1	-15	-14	10	-6	-4	5	5	1
CCO[C@H]1OC(C(=O)N2CCN(Cc3ccc4c(c3)OCO4)CC2)=C[C@@H](c2ccc(C(F)(F)F)cc2)[C@@H]1CCCO	22	39	-3	10	8	-1	28	0
COc1ccc(C)c2sc(N(CCCN(C)C)C(=O)c3ccc4c(c3)OCCO4)nc12	7	14	-26	22	1	3	11	-3
COc1ccc(OCC(=O)NCc2n[nH]c(=O)c3ccccc23)cc1	-7	-2	19	1	-4	-8	2	12
CC(C)c1nnc(NC(=O)CCC(=O)NCc2cccs2)s1	7	11	0	5	-1	1	-6	-10
c1ccc(CCN2CN(CCCN3CCOCC3)c3nc4ccccc4n3C2)cc1	-12	12	-9	-1	6	-2	8	2
CC(O)[C@H]1CNC(=S)N1CCc1cccc(F)c1 (some centres not stated)	14	1	-7	-3	-3	-2	-4	-13
O=C1NCCN1CCN1C(=O)c2ccccc2NC1c1ccccc1 (configuration not stated)	0	-10	6	5	2	-5	22	3
CSc1ccccc1NC(=O)CN(C)C(=O)c1ccc2c(c1)OCCO2	-5	-74	-3	-12	-10	-6	0	-7
CSc1nc(-c2ccco2)nn1C(=O)c1ccccc1	6	-8	31	6	-1	-1	9	-1
Cc1ccc2c(c1)C(=O)N1[C@H]3c4cc(C)ccc4OC[C@@H]3[C@H](c3ccccc3)[C@]1(C)C(=O)N2	3	20	15	5	6	-5	11	-1
CCCn1c(SCC(=O)NCc2ccc3c(c2)OCO3)n[nH]c1=O	-21	18	4	-11	-10	-6	-4	-18
O=C(CNc1cccc(C(F)(F)F)c1)N/N=C/C1CCCCC1	-3	16	17	2	4	-1	0	5
COc1cc(Nc2nc3ccc(Cl)cc3n3cnnc23)cc(OC)c1OC	14	0	16	18	-7	-4	3	-14
C[C@H](CO)N1C[C@H](C)[C@@H](CN(C)S(=O)(=O)c2cn(C)cn2)Oc2c(NS(=O)(=O)c3ccc(F)cc3)cccc2C1=O	2	-27	-5	-9	-13	-6	-18	-6
CNC(=O)CSc1nccn1Cc1ccc(Cl)cc1	7	-11	13	10	1	2	-1	-4
O=C(NC(NCc1cccnc1)C(Cl)(Cl)Cl)c1cccc2ccccc12 (configuration not stated)	-4	13	11	12	2	-10	3	-3
O=C1CC[C@@H](CN(Cc2ccccn2)Cc2nc(-c3ccc(C(F)(F)F)cc3)no2)N1	-3	8	12	8	2	-7	13	1

Molecules above that have an NH in an aromatic ring, in the order listed:
SMILES	Jurkat NFkB inh	Apaf1 inhib	697 NFkB inh	Gli-Sufu block	SENP7 block	HKDC1 inhibitor	UBC13 polyUb	SENP8 block
CCn1c(N)c(C(=O)COC(=O)CCc2nc3ccccc3c(=O)[nH]2)c(=O)[nH]c1=O	-23	-3	7	·	3	4	9	-3
CCCCc1c(C)[nH]c2nc3ccccc3n2c1=O	-36	5	-22	-20	0	7	6	13
O=C(CSc1nc(O)c(Cc2ccccc2)c(=O)[nH]1)Nc1nc2c(s1)CCCC2	2	-3	4	-6	-3	18	6	0
COc1ccc(OCC(=O)NCc2n[nH]c(=O)c3ccccc23)cc1	-7	-2	19	1	-4	-8	2	12
CCCn1c(SCC(=O)NCc2ccc3c(c2)OCO3)n[nH]c1=O	-21	18	4	-11	-10	-6	-4	-18

Copied from the list:
Gli-Sufu block result of CNC(=O)CSc1nccn1Cc1ccc(Cl)cc1 stands at 10
Apaf1 inhib result of COc1cc(Nc2nc3ccc(Cl)cc3n3cnnc23)cc(OC)c1OC stands at 0

Next structures follow:
SMILES	Jurkat NFkB inh	Apaf1 inhib	697 NFkB inh	Gli-Sufu block	SENP7 block	HKDC1 inhibitor	UBC13 polyUb	SENP8 block
COc1cc(CNc2ccc3[nH]c(=O)[nH]c3c2)ccc1OCc1ccc(F)cc1Cl	-12	19	3	-5	5	4	-1	2
COC(=O)CCC(=O)N1CCCC(C(=O)c2ccc(Cl)cc2C)C1 (configuration not stated)	-7	5	-40	1	8	-5	-9	-3
CCNC(=O)CC1C(=O)N(c2ccc(C)cc2)C(=O)N1CCOC (configuration not stated)	5	-6	-5	-6	3	-1	7	1
Cc1oc(-c2ccccc2F)nc1CS(=O)(=O)CC(=O)NCCCN1CCc2ccccc2C1	3	-9	17	-1	-3	-7	14	6
COc1cc2c(cc1O)CC[n+]1cc3c(OC)c(OC)ccc3cc1-2	14	-6	-7	-9	-7	1	-99	0
O=C(COC(=O)c1cc[n+]([O-])cc1)NC(=O)c1ccc(OC(F)F)cc1	2	-6	8	3	5	-5	2	-5
Cc1ccc(S(=O)(=O)/N=c2\ccc(Cl)cn2C(F)F)cc1	-2	-6	14	6	-2	-5	10	-4
O=C(CSc1cccc[n+]1[O-])c1cc2ccccc2o1	-31	0	-31	2	-10	-4	-15	-9
O=C(COC(=O)c1cc(-c2cccs2)nn1-c1ccccc1)Nc1cccc([N+](=O)[O-])c1	11	6	14	1	-1	5	-7	4
Cc1ccc(NC(=O)c2cccc(NC3=NC4CS(=O)(=O)CC4S3)c2)cc1 (configuration not stated)	-1	-3	14	1	3	1	7	-1
Cc1c(C(N)=O)sc2ncn(CC(=O)NCCc3ccccc3)c(=O)c12	0	-16	0	3	-4	1	5	5
COc1ccc(CN(C)C(=O)COc2cccc(-n3cnnn3)c2)cc1OC	1	-5	3	-3	-7	-1	-5	-7
CC(Oc1ccccc1)C(=O)N=C1SC2CS(=O)(=O)CC2N1c1ccc(F)cc1 (configuration not stated)	-2	3	-12	4	5	-5	2	-5

7 entries from above, arranged by their value in 697 NFkB inh, descending.
| molecule | 697 NFkB inh |
| --- | --- |
| O=C(COC(=O)c1cc(-c2cccs2)nn1-c1ccccc1)Nc1cccc([N+](=O)[O-])c1 | 14 |
| O=C(CCSCCC(=O)NCc1cccs1)NCc1cccs1 | 3 |
| COc1cc(C(c2sc3ncnn3c2O)N2CCN(c3ccccc3F)CC2)cc(OC)c1OC (configuration not stated) | 1 |
| CC(C)c1nnc(NC(=O)CCC(=O)NCc2cccs2)s1 | 0 |
| CSc1ccccc1NC(=O)CN(C)C(=O)c1ccc2c(c1)OCCO2 | -3 |
| COc1ccc(N2CC(O)=C(c3nc(-c4ccc(Br)cc4)cs3)C2=N)cc1 | -19 |
| CCOC(=O)c1sc(NC(=O)c2cccc(S(=O)(=O)N3c4ccccc4CC3C)c2)cc1C (configuration not stated) | -20 |

Ordered by molecular weight (smallest number first): part of the list above.
SMILES	Jurkat NFkB inh	Apaf1 inhib	697 NFkB inh	Gli-Sufu block	SENP7 block	HKDC1 inhibitor	UBC13 polyUb	SENP8 block
COC(=O)CCC(=O)N1CCCC(C(=O)c2ccc(Cl)cc2C)C1 (configuration not stated)	-7	5	-40	1	8	-5	-9	-3
Cc1c(C(N)=O)sc2ncn(CC(=O)NCCc3ccccc3)c(=O)c12	0	-16	0	3	-4	1	5	5
COc1ccc(CN(C)C(=O)COc2cccc(-n3cnnn3)c2)cc1OC	1	-5	3	-3	-7	-1	-5	-7
